HEK293 viab: reduces viability of HEK-293 SNCA reporter cells | HEK-293-SNCA-luc viability, GF-AFC fluorescence, 24 h | Potency, µM (highest dose often 57.1 µM), without a hit: at the top dose activity change, negative = cytotoxicity, usual class: cytotoxic | 150,000 compounds, 0.12% hits | AID 1671193;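 further: potency means the concentration at half of the fitted maximal effect; 0% = DMSO-treated cells and -100% = medium-only wells without cells; nearly all actives have a fitted effect of over 30% in size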
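HEK-293-SNCA-luc cells (1500/well) plated 24 h, then exposed 24 h to a dilution series; GF-AFC added 30 min at 37C, fluorescence 405/540 nm; normalised to medium-only and DMSO wells, Hill fit.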
Luciferase inh: blocks purified firefly luciferase enzyme activity | Potency, µM (titrated, usually from 115 µM), for inactives: at the top dose activity change, negative = inhibition, hits mostly inhibitors | 76,000 compounds, 2.5% hits | purified P. pyralis luciferase, luminescence, biochemical | AID 1347043; further: potency means the concentration at half of the fitted maximal effect; nearly all actives have a fitted effect of over 65% in size
Target sequence (P08659 whole entry, looked up): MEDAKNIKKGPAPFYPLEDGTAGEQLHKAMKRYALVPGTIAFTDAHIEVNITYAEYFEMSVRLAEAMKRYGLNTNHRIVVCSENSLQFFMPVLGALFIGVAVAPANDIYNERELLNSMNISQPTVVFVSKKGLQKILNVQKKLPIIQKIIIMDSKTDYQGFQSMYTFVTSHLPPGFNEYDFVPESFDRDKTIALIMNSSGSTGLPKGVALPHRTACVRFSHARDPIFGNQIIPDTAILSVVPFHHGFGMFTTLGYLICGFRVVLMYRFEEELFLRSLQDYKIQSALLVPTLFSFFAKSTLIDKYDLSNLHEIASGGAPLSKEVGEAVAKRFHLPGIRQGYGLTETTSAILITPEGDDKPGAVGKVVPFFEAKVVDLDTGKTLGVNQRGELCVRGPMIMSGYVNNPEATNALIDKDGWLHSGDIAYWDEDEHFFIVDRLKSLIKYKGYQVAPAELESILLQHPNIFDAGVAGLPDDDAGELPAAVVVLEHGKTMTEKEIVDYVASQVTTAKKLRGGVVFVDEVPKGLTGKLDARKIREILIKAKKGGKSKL
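Luminescence read by CCD imaging after purified firefly luciferase (10nM final) was added to substrate buffer holding 10uM D-luciferin and 10uM ATP, pH 7.5, pre-dosed with compound.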
GPT2 inhibitor: GPT2 alanine aminotransferase inhibition. 100,000 compounds, 0.25% hits. Recombinant GPT2, coupled pyruvate oxidase/HRP Amplex Red fluorescence. Potency, µM (highest dose often 57.7 µM), for the others: top-dose activity change, negative = inhibition, most hits filed as inhibitors; further: potency means the concentration at half of the fitted maximal effect; nearly all actives have a fitted effect of over 60% in size; many of its hits are not listed in these tables
Target sequence (Q8TD30 whole entry, looked up): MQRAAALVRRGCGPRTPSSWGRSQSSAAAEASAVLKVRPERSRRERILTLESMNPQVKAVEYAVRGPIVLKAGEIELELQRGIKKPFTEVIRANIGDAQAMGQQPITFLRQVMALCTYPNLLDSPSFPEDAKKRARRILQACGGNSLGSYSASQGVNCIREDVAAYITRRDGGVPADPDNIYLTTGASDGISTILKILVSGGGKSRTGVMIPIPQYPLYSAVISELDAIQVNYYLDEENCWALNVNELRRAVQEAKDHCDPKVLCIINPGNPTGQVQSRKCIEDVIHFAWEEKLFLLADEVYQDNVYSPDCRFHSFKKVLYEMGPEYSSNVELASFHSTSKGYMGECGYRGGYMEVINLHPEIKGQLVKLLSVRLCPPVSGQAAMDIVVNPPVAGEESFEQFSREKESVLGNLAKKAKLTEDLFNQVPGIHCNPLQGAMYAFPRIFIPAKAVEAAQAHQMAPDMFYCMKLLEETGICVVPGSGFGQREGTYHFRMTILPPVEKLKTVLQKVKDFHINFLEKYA
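GPT2 10ng/uL, a-KG 250uM, L-Ala 2mM, HEPES pH7.5 + 0.0001% Tween; 30 min RT. Then Amplex mix (PO/HRP/ThPP), 30 min RT dark, fluorescence. AOA 50uM used as positive control.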
HEK293 tox: cytotoxic compounds in HEK 293 cells; 94,000 compounds, 6.6% hits; Potency, µM (series often up to 115 µM), inactives show top-dose activity change, negative = cytotoxicity, hits mostly inhibitors; HEK 293 viability, ATP luminescence (CellTiter-Glo), 48-72 h; further: potency means the concentration at half of the fitted maximal effect; nearly all actives have a fitted effect of over 60% in size
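ATP-coupled CellTiter-Glo luminescence served as viability read-out, recorded 10 min after reagent addition at room temperature. HEK 293 cells, 250 cells/well, had been incubated with pintool-transferred compound for 48 or 72 hr at 37 degree Celsius.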
IP6K1 inhibitor: IP6K1 kinase inhibition; Q92551; IP6K1 kinase, ADP-Glo luminescence, 2 h; stronger effect = lower value; activity change, % (series mostly up to about 58 µM); 140,000 compounds, 0.81% hits; AID 1645851; in the data active means activity change below about -25%
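ADP-Glo luminescence measures ADP made by human IP6K1 during a 2 h RT reaction with ATP/IP6 (mix at 1.3 mM/130 uM); top library doses 57.5 and 19.1 uM final.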
SNCA expr inh: inhibitors of alpha-synuclein (SNCA) gene expression | 140,000 compounds, 0.17% hits | AID 1671194 | Potency, µM (top dose mostly 57.2 µM), inactives show top-dose activity change, negative = inhibition, most hits filed as inhibitors | HEK-293 SNCA-luciferase knock-in, luminescence, 24 h;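 further: potency means the concentration at half of the fitted maximal effect; plate controls were DMSO cells for no effect and cell-free wells for full effect; nearly all actives have a fitted effect of over 45% in size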
3T3 cytotox: kills NIH 3T3 cells; Potency, µM (highest dose often 96.7 µM), without a hit: at the top dose activity change, negative = cytotoxicity, most hits filed as inhibitors; 94,000 compounds, 4.3% hits; NIH 3T3 viability, CellTiter-Glo ATP luminescence, 48-72 h; further: potency means the concentration at half of the fitted maximal effect; nearly all actives have a fitted effect of over 55% in size
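Luminescent ATP readout (CellTiter-Glo, 10 min RT) after 48 or 72 hr compound exposure of NIH 3T3 cells seeded at 400 cells/well in 1536-well format; quantitative HTS.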
* = called active by the depositor; i = inactive; ? = inconclusive; . = no result given; [ ] = another dose, or the depositor's remark. Unless noted, the call rests on the fitted dose curve; in most records, active means well fitted curve in the direction sought with a large enough effect; inconclusive means small, poorly fitted or top-dose-only effect, or another doubt; inactive means no such curve, though single readings can be large; an effect the other way counts as inactive or inconclusive. Unless noted, on the % scale 0 is the no-effect control and ±100 the full control effect. Only part of the results is shown; rates above refer to the full screens.

Letters: A = HEK293 viab; B = Luciferase inh; C = GPT2 inhibitor; D = HEK293 tox; E = IP6K1 inhibitor; F = SNCA expr inh; G = 3T3 cytotox
> CCCCCSc1nnc2c(n1)OC(c1ccc(C)s1)N(C(C)=O)c1ccccc1-2 (stereo not given)
  A: ?; B: .; C: .; D: .; E: -0.9; F: ?; G: .

> CN1CCCN(C(=O)c2cccc(-c3ccc(C=C4C(=O)Nc5ccc(Cl)cc54)o3)c2)CC1
  A: ?; B: .; C: i; D: .; E: .; F: ?; G: .

> Cc1c(Cl)cccc1NC(=O)N1CCOc2ccccc21
  A: -6.3%; B: .; C: .; D: .; E: 17.9; F: 16.0%; G: .

> Cc1nc(CN2CCN(CC3(O)CNCCOC3)CC2)cs1 (stereo not given)
  A: -11.4%; B: -5.6%; C: i; D: -21.3%; E: 0.0; F: 3.8%; G: -0.5%

> O=C(c1cccc(Br)c1)N1CCC(n2c(=O)[nH]c3ccccc32)CC1
  A: -10.2%; B: .; C: 4.2%; D: ?; E: -11.7; F: -19.7%; G: -1.5%

> O=C([C@@H]1C[C@H](Oc2cccnc2)CN1C(=O)c1ccccn1)N1CCCC1
  A: 7.9%; B: -15.5%; C: -20.9%; D: -13.1%; E: 10.1; F: -19.1%; G: -31.1%

> COc1cccc(C(=O)N2CCC3(CC2)N=C(c2cccc(Br)c2)NO3)c1
  A: -7.4%; B: 18.3%; C: i; D: ?; E: 11.9; F: 36.8%[activator]; G: ?

> CCN(CC)C(=O)c1csc(-c2cccc(OC(C)C)c2)n1
  A: -1.7%; B: -27.7%; C: -14.2%; D: 39.8µM*; E: -7.8; F: 6.5%; G: ?

> CC(C)(C)C1CCc2c(sc(NC(=O)c3ccncc3)c2C(=O)Nc2ccccc2Cl)C1 (stereo not given)
  A: 0.9%; B: .; C: .; D: .; E: -9.6; F: 8.4%; G: .

> CCC(C(=O)O)n1ccc2cc(S(=O)(=O)N3CCCCC3)ccc21 (stereo not given)
  A: 4.5%; B: .; C: .; D: .; E: -13.1; F: -2.6%; G: .

> O=C(NCc1ccccc1F)c1ccc2nc(-c3ccccn3)oc2c1
  A: -4.8%[87.6 µM]; B: .; C: -3.3%[88.5 µM]; D: 70.8µM*; E: -14.3; F: 40.5%[activator][87.6 µM]; G: ?

> CC(C)CS(=O)(=O)N[C@@H]1C[C@H](Cn2cc(CN(C)C)nn2)[C@@H](O)[C@H]1O
  A: 3.0%[87.6 µM]; B: -2.0%[172 µM]; C: -13.8%[88.5 µM]; D: -8.7%[172 µM]; E: -4.8; F: -8.5%[87.6 µM]; G: -2.8%[174 µM]

> O[C@H]1CC[C@@H](Cc2cc(-c3ccccc3)on2)O[C@@H]1CNC1CCCCC1
  A: -9.8%[87.6 µM]; B: -22.0%[172 µM]; C: i; D: 100µM*; E: 1.1; F: 23.9%[87.6 µM]; G: ?

> Cc1c(C(=O)N2CCC(C)CC2)c(S(=O)(=O)N(Cc2ccccc2)C(C)(C)C)c(C)n1C
  A: ?; B: .; C: .; D: .; E: -6.1; F: -3.4%; G: .

> CC1=C2C(=O)C=C(CO)C2[C@H]2OC(=O)[C@H](C)[C@@H]2[C@@H](OC(=O)Cc2ccc(O)cc2)C1 (stereo not given in full)
  A: 12.1%[23.9 µM]; B: .; C: i; D: .; E: 5.5; F: .; G: .

> COc1ccc(CNC(=O)N(C)C2CCc3nn(CC4CC4)c(=O)n3CC2)cc1 (stereo not given)
  A: ?; B: -0.1%; C: i; D: -15.4%; E: 1.4; F: -13.7%; G: -24.6%

> CNc1nc(C(=O)N2CCC(c3nccn3Cc3ccncc3)CC2)cs1
  A: -4.2%; B: -19.0%; C: 1.4%; D: -41.3%; E: -6.1; F: -15.1%; G: -3.1%

> Cn1nc(C2CCCC2)cc1NC(=O)c1ccccc1Cl
  A: 4.2%[87.6 µM]; B: .; C: i; D: ?; E: -2.0; F: -2.2%[87.6 µM]; G: ?

> COc1ccccc1CNC(=O)C(=O)NCC(c1ccco1)S(=O)(=O)c1ccc(C)cc1 (stereo not given)
  A: 1.6%; B: .; C: .; D: .; E: 6.5; F: -11.5%; G: .

> COc1cccc(Nc2sc(C(=O)c3ccc4c(c3)OCO4)c(N)c2S(=O)(=O)c2ccccc2)c1
  A: -1.5%; B: .; C: .; D: .; E: 16.5; F: -12.7%; G: .

> CCN(Cc1ccccc1)S(=O)(=O)c1ccc2c(c1)CCCN2C(C)=O
  A: 1.7%; B: .; C: .; D: .; E: -0.4; F: ?; G: .

> CCCCS(=O)(=O)N1CCC(c2nnc(Cn3cncn3)n2C)CC1
  A: -1.3%; B: -1.3%; C: -0.9%[11.5 µM]; D: -1.4%; E: -9.8; F: -31.9%; G: -2.8%

> CCCC(C)N1CC2(CCN(C(=O)c3c(CC)noc3C)CC2)OC1=O (stereo not given)
  A: -21.1%; B: 0.7%; C: 3.1%; D: i; E: 9.6; F: -0.8%; G: -16.9%

> CCOC(=O)C1CCCN(C(=O)c2cn3cc(-c4cccnc4)sc3n2)C1 (stereo not given)
  A: -4.7%[87.6 µM]; B: .; C: i; D: -2.2%[172 µM]; E: -3.2; F: 19.4%[87.6 µM]; G: -16.3%[138 µM]

> COc1ccc(C(=O)NC2CCN(c3nccc(Nc4ccccc4OC)n3)CC2)cc1
  A: -19.3%; B: .; C: i; D: -17.6%; E: 3.8; F: 1.9%; G: -6.2%

> CCOc1ccc(NC(=O)Cn2c(=O)n(-c3cccc(OC)c3)c(=O)c3c4c(sc32)CCCC4)cc1
  A: -1.6%; B: .; C: .; D: .; E: 8.8; F: 32.2%[activator]; G: .

> CCOc1ccccc1CNC(=O)c1ccc(N2Cc3ccccc3Oc3ncccc32)s1
  A: -8.2%; B: .; C: .; D: .; E: -2.9; F: 1.0%; G: .

> CCN(CC)C(=O)CC1Sc2ncccc2N(CC(C)C)C1=O (stereo not given)
  A: -0.5%; B: 2.1%; C: -7.2%; D: -4.8%; E: -4.2; F: 25.9%; G: i

> O=C(CSc1nnc(-c2cccs2)o1)Oc1ccc(Cl)cc1
  A: -0.1%; B: .; C: .; D: .; E: -21.1; F: 19.0%; G: .

> CN(C)CCNC(=O)CCC[C@@H]1[C@H]2CCCN3CCC[C@@H](CN1C)[C@@H]23
  A: -6.9%; B: -0.8%; C: 4.3%; D: -10.2%; E: -4.8; F: ?; G: -5.6%

Retrieved by compound from the list above:
Letters: A = HEK293 viab; B = Luciferase inh; C = GPT2 inhibitor; D = HEK293 tox; E = IP6K1 inhibitor; F = SNCA expr inh; G = 3T3 cytotox
> CCOc1ccc(NC(=O)Cn2c(=O)n(-c3cccc(OC)c3)c(=O)c3c4c(sc32)CCCC4)cc1
  A: -1.6%; B: .; C: .; D: .; E: 8.8; F: 32.2%[activator]; G: .

> CCOc1ccccc1CNC(=O)c1ccc(N2Cc3ccccc3Oc3ncccc32)s1
  A: -8.2%; B: .; C: .; D: .; E: -2.9; F: 1.0%; G: .

(continued)
Letters: A = HEK293 viab; B = Luciferase inh; C = GPT2 inhibitor; D = HEK293 tox; E = IP6K1 inhibitor; F = SNCA expr inh; G = 3T3 cytotox
> CCCNc1cc(N2CCC(CCC(=O)NCc3ccccc3)CC2)ncn1
  A: 12.2%; B: ?; C: -16.1%; D: -28.7%; E: 16.6; F: 2.51µM*; G: -16.0%

> CCOC(=O)c1[nH]c(C)c(CCC(=O)NCc2ccc(OCC)cc2)c1C
  A: ?; B: .; C: .; D: .; E: 8.2; F: ?; G: .

> CCn1ncc(N2CCCC(CC(=O)N3CCSCC3)C2)cc1=O (stereo not given)
  A: 13.5%; B: -7.7%; C: 4.1%; D: -2.7%; E: 14.6; F: -11.3%; G: -1.8%

> CN(Cc1cccc2ccccc12)C1CCOc2ccccc21 (stereo not given)
  A: 9.9%[87.6 µM]; B: -10.3%[172 µM]; C: -29.0%[88.5 µM]; D: ?; E: -2.3; F: ?; G: ?

> c1ccc(-c2nc(C3CCNC3)no2)nc1 (stereo not given)
  A: -3.1%; B: -12.2%; C: 1.6%; D: -5.6%; E: -0.8; F: 33.4%[activator]; G: -11.0%

> COc1cccc(N2CC3(COCC2=O)CN(c2ccc(C(F)(F)F)cn2)C3)c1
  A: -2.6%[87.6 µM]; B: 5.1%[172 µM]; C: ?; D: ?; E: 10.5; F: 11.3%[87.6 µM]; G: ?

> O=C(Cc1ccsc1)N1CC(Oc2ccccc2-c2nc(C3CC3)no2)C1
  A: 2.4%; B: .; C: i; D: ?; E: 11.7; F: 0.2%; G: ?

> CCc1ccc(S(=O)(=O)N2CCCC(Cn3cnc4cccnc43)C2)cc1 (stereo not given)
  A: -6.2%; B: 0.2%; C: -1.2%; D: ?; E: 3.4; F: -9.3%; G: ?

> CC(=O)N1CCN(C(=O)c2cc(-c3cccc(F)c3)nc3c2cnn3C)CC1
  A: .; B: .; C: .; D: 2.8%; E: -2.6; F: .; G: -25.5%

> Cc1noc(C)c1C(=O)N1C[C@@H](CO)[C@H](c2ccccn2)C1
  A: 3.3%; B: -2.3%; C: -17.4%; D: -8.7%; E: 28.6; F: -14.2%; G: -6.0%

> C1=CCOCc2cc(ccc2OCCN2CCCC2)Nc2nccc(n2)-c2cccc(c2)OCC1
  A: ?; B: .; C: i; D: .; E: .; F: ?; G: .

> CN(CC1CCOC1)C(=O)Nc1cccc(Cl)c1 (stereo not given)
  A: 1.1%; B: 4.2%; C: 3.5%; D: 12.8%; E: 6.2; F: 2.6%; G: -2.2%

> Cc1ccccc1NCc1nc2c(n1Cc1ccccc1)C(=O)N(C)CCN2
  A: -19.5%[87.6 µM]; B: -0.3%[172 µM]; C: -11.4%[88.5 µM]; D: ?; E: -7.6; F: -10.0%[87.6 µM]; G: -13.0%[138 µM]

> COc1ccc(CCNC(=O)C2CCN(c3nccc(Nc4ccc(C)cc4)n3)CC2)cc1
  A: -5.2%[12.5 µM]; B: .; C: i; D: ?; E: -6.3; F: 2.8%; G: ?

> CN1CCc2cc(O)c(O)cc2C(c2ccccc2)C1 (stereo not given)
  A: -6.8%; B: .; C: ?; D: .; E: .; F: -12.7%; G: .

> COCC(=O)Nc1ccc2c(c1)CN(Cc1ccc(Cl)cc1)C(=O)C(C)O2 (stereo not given)
  A: -2.5%; B: -4.5%; C: 0.8%; D: ?; E: -5.2; F: -6.6%; G: -18.4%

> CCc1ccc(CNC(=O)C2CCN(C(=O)c3ncn4c3COC(c3ccccc3)C4)CC2)cc1 (stereo not given)
  A: 5.8%; B: 35.5µM*; C: i; D: 0.6%; E: -4.5; F: -20.2%; G: -12.3%

> COC1CCN(S(=O)(=O)N2CCC3(CCCN(C(C)C)C3=O)C2)CC1 (stereo not given)
  A: -7.1%; B: -0.1%; C: i; D: -2.8%; E: 32.0; F: 4.8%; G: -17.2%

> CCOc1ccc(C(Nc2ccccn2)c2ccc3ccc(C)nc3c2O)cc1C (stereo not given)
  A: -2.0%; B: .; C: ?; D: .; E: 9.9; F: .; G: .

> CCOC(=O)c1ccccc1NC(=O)Cn1c(N(C)Cc2ccccc2)nc(C)cc1=O
  A: 10.4%; B: 8.2%; C: i; D: -16.4%; E: 11.6; F: -3.1%; G: -13.2%

From PubChem BioAssay
